Screening data (PubChem BioAssay)
Tcruzi prolif = T. cruzi intracellular proliferation inhibitors, primary screen, cell-based, beta-gal Tulahuen parasites, NIH3T3 host, luminescence | 5.9% of 77,000 active | inhibition, % at 8.34 µM | T. cruzi beta-gal in NIH3T3, GalScreen luminescence, 90 h | AID 624255, 2012;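 active = mean inhibition above about 93%, with at least 55% of replicates each passing it, limit read from the data, passing the limit was not always enough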
Pf Dd2 inh = P. falciparum Dd2 growth inhibitors, primary screen, SYBR Green fluorescence, single dose replicates. 2.3% of 94,000 active. 72 h; hits give low values. activity change, % at 10 µM. AID 1159554, 2015; in the data active = activity change below about -80%
C diff HTS = C. difficile growth inhibitors, primary screen, HTS; Clostridium difficile clinical isolate growth, OD600, 24 h; hits give low values; growth activity, negative = inhibition, % at 16 µg/mL (by protocol); 0.25% of 86,000 active;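 active = mean growth activity at or below -80% and every replicate also at or below -80%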;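 also: 0% = DMSO wells and -100% = levofloxacin 16 µg/mL wells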
GASC1 inh = inhibitors of GASC-1 (KDM4C) histone demethylase, primary screen, biochemical, single concentration HTS. GST-KDM4C 2-372, H3K9me3 peptide, LANCE TR-FRET. inhibition, % at 12.5 µM. 0.15% of 96,000 active. AID 720574, 2013;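 active = mean replicate inhibition above about 25%, with at least 55% of replicates also reaching it, limit read from the data, passing the limit was not always enough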
Target sequence (Q9H3R0 2-372 limits assumed): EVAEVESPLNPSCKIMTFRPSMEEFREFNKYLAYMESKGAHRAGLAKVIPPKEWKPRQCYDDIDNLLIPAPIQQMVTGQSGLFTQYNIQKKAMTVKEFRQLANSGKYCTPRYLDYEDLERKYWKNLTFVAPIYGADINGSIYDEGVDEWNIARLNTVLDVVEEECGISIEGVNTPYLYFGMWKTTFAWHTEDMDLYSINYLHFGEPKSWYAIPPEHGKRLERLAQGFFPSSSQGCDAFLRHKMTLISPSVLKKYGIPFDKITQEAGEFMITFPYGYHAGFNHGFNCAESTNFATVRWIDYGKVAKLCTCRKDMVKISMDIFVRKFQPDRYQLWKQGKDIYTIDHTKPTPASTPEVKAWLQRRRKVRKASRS
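reagent = H3K9me3 peptide substrate, Fe(II), 2-oxoglutarate | system = GST-tagged GASC-1 (JMJD2C) catalytic fragment, aa 2-372 | amount = enzyme final amount 10 nM | read-out = Fall in 671/618 emission ratio as inhibition | medium = HEPES buffer, pH 7.5, plus ascorbate | schedule = 30 min reaction, 60 min detection, RT | measured by = LANCE TR-FRET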
Starred values were filed as active, the others as inactive; . = not tested or not shown. The order is random; 6.7% or so of the library scored in one or more.

Compound,Pf Dd2 inh,GASC1 inh,C diff HTS,Tcruzi prolif
C[C@@H]1CCCCO[C@@H](CN(C)S(=O)(=O)c2cn(C)cn2)[C@H](C)CN([C@@H](C)CO)C(=O)c2cc(NS(=O)(=O)c3ccccc3)ccc2O1,58,-1.6,-1,-5
C[C@@H]1CCCCO[C@H](CN(C)Cc2ccc(C(=O)O)cc2)[C@@H](C)CN([C@@H](C)CO)C(=O)c2cc(NS(C)(=O)=O)ccc2O1,55,0.2,-7,47
N#C[C@@H]1[C@H](c2ccccc2-c2cccc(F)c2)[C@H](CO)N1C(=O)Cc1cccnc1,-25,-0.1,28,.
CCCC(=O)Nc1ccc2c(c1)C(=O)N(C)C[C@@H](OC)[C@H](C)CN(C(=O)CN(C)C)[C@H](C)CO2,21,0.7,.,-56
COc1ccc(-c2cnc3c(c2)C(=O)N([C@@H](C)CO)C[C@H](C)[C@H](CN(C)C(=O)C2CCC2)O3)cc1,-14,-1.7,7,38
N#C[C@@H]1[C@@H](c2ccccc2-c2ccccc2)[C@@H](CO)N1C(=O)NC1CCCCC1,-28,0.7,2,.
O=C(C[C@H]1C=C[C@H](NC(=O)c2ccc(F)cc2)[C@H](CO)O1)NCCc1ccncc1,5,1.0,.,12
C[C@@H]1CN([C@@H](C)CO)C(=O)c2cc(NC(=O)c3ccccc3)ccc2O[C@@H](C)CCCCO[C@H]1CN(C)Cc1ccc2c(c1)OCO2,-78,1.5,-4,.
C[C@H](CO)N1C[C@H](C)[C@H](CN(C)S(=O)(=O)c2ccc(Cl)cc2)Oc2ccc(NC(=O)Nc3ccc4c(c3)OCO4)cc2CC1=O,-6,-1.7,5,33
O=C(C[C@H]1C[C@@H]2c3cc(NC(=O)Nc4ccccc4)ccc3O[C@@H]2[C@@H](CO)O1)NC1CCCC1,-69,-1.7,0,9
C[C@H]1CN([C@@H](C)CO)C(=O)c2cc(C#Cc3cccnc3)cnc2O[C@@H]1CN(C)Cc1cccnc1,-27,-2.6,-1,20
C[C@@H]1CN([C@H](C)CO)C(=O)CCCn2cc(nn2)CO[C@H]1CN(C)C(=O)c1ccccc1,-9,.,.,22
CO[C@@H]1CN(C)C(=O)c2ccc(NC(=O)c3cc(C)on3)cc2OC[C@@H](C)N(S(=O)(=O)c2cccc(Cl)c2)C[C@H]1C,59,.,7,28
C[C@@H]1CCCCO[C@H](CN(C)C(=O)c2ccccc2)[C@H](C)CN([C@@H](C)CO)C(=O)c2cc(NS(=O)(=O)c3cccs3)ccc2O1,-2,-1.2,7,51
C[C@@H]1CCCCO[C@@H](CN(C)C(=O)CCCN(C)C)[C@H](C)CN([C@@H](C)CO)C(=O)c2cc(NS(=O)(=O)c3ccc(Cl)cc3)ccc2O1,0,3.9,-3,39
COc1ccccc1NC(=O)N1CC[C@@H]2[C@H]1c1cc(-c3ccccc3)ccc1N(C)[C@H]2CO,-2,-3.6,28,75
C[C@@H]1CN([C@@H](C)CO)C(=O)c2ccccc2-c2ccccc2CO[C@@H]1CN(C)C(=O)[C@@H]1CCCN1C,-28,-1.1,-2,-30
CC(C)NC(=O)N[C@H]1C[C@@H]2O[C@@H](CO)CC[C@@H]2O[C@@H]1CCc1ccc(-c2ccccc2F)cc1,-27,.,-3,.
CCCC#Cc1ccc2c(c1)O[C@H](CN(C)C(=O)CN(C)C)[C@@H](C)CN([C@H](C)CO)S2(=O)=O,-45,0.3,.,.
COc1ccc(S(=O)(=O)Nc2ccc3c(c2)C(=O)N([C@H](C)CO)C[C@@H](C)[C@H](CN(C)C(=O)NC2CCCCC2)OCCCC[C@H](C)O3)cc1,-48,0.4,-11,.
CO[C@@H]1CN(C)C(=O)c2ccc(NS(C)(=O)=O)cc2OC[C@H](C)N(C(=O)NC(C)C)C[C@H]1C,42,3.2,.,16
COc1ccc2c3c([nH]c2c1)[C@@H](CO)N(C(=O)c1cccnc1)CC31CCN(C(=O)CN(C)C)CC1,-4,-0.1,3,.
COc1ccc(CNC(=O)C[C@H]2C[C@@H]3c4cc(NS(=O)(=O)c5ccc(F)cc5)ccc4O[C@@H]3[C@@H](CO)O2)cc1,-35,-1.8,-1,-3
COc1ccc(S(=O)(=O)N(C)C[C@H]2Oc3ccc(NS(=O)(=O)c4c(C)noc4C)cc3C(=O)N([C@H](C)CO)C[C@H]2C)cc1,-15,2.1,-4,16
CCC(=O)N1CC(=O)N2[C@H](CO)[C@H](c3ccc(-c4ccccc4F)cc3)[C@H]2C1,-8,1.2,-12,.
CO[C@H]1CN(C)C(=O)c2cc(NC(=O)c3ccc(F)cc3)ccc2OC[C@@H](C)NC[C@@H]1C,13,-0.1,9,-32
C[C@H]1CN([C@@H](C)CO)S(=O)(=O)c2ccc(C#CC3CC3)cc2O[C@H]1CN(C)C,-10,2.6,-1,-171
C[C@@H]1CN([C@@H](C)CO)C(=O)c2cc(NC(=O)CCN3CCOCC3)ccc2O[C@H]1CN(C)C(=O)Nc1cccc2ccccc12,4,1.9,5,61
O=C(O)[C@@H]1[C@@H](CO)[C@@H]2Cn3c(ccc(C4=CCCCC4)c3=O)[C@@H]2N1Cc1ccc2c(c1)OCO2,-3,3.8,3,-4
CC(C)NC(=O)N1[C@H](CO)[C@H]2c3ccccc3N(C(=O)Nc3ccc(F)cc3)C[C@H]21,-11,0.9,-4,66
CN1C(=O)c2cc(NC(=O)Cc3cccs3)ccc2OC[C@@H]2O[C@H](CC(=O)NCc3ccc(-c4ccccc4)cc3)CC[C@H]21,-33,-1.4,9,13
O=C(C1CCC1)N1CC[C@@H]2[C@H](CO)Nc3ccc(Br)cc3[C@@H]21,-66,1.7,4,.
CCCNC(=O)[C@@H]1[C@@H](CO)[C@@H]2Cn3c(ccc(-c4cccc(OC)c4)c3=O)[C@@H]2N1C,-15,7.9,3,.
COCC(=O)N1[C@H](CO)[C@H](c2ccccc2-c2ccccc2)[C@@H]1C#N,-33,0.1,-20,.
Cc1noc(C)c1S(=O)(=O)N(C)C[C@H]1OCCCC[C@@H](C)Oc2ccc(NC(=O)CCC(F)(F)F)cc2C(=O)N([C@@H](C)CO)C[C@@H]1C,-67,-0.7,-2,8
C[C@H](CO)N1C[C@H](C)[C@H](CN(C)C(=O)Nc2cc(F)ccc2F)Oc2cc(-c3cccc(F)c3)ccc2S1(=O)=O,-65,0.0,1,83
O=C(c1cccc(F)c1)N1CCCCN2[C@H](C1)[C@H](c1ccc(-c3cccnc3)cc1)[C@@H]2CO,-9,0.9,-5,2
Cc1noc(C)c1NC(=O)N(C)C[C@H]1Oc2ncc(C#CCN(C)C)cc2C(=O)N([C@H](C)CO)C[C@@H]1C,61,2.4,-1,-42
CCCC(=O)Nc1ccc2c(c1)OC[C@H](C)N(CC1CCCC1)C[C@H](C)[C@@H](OC)CN(C)C2=O,-30,0.3,.,5
O=C(C[C@H]1C[C@@H]2c3cc(NS(=O)(=O)c4ccc(F)cc4)ccc3O[C@@H]2[C@H](CO)O1)NCc1ccc(Cl)cc1,-37,-1.6,-2,81
C[C@H]1CN([C@@H](C)CO)C(=O)c2cc(NC(=O)NC3CCCCC3)ccc2O[C@H]1CN(C)Cc1ccc(Oc2ccccc2)cc1,-19,0.0,18,-22
C[C@@H]1CN([C@@H](C)CO)C(=O)c2cc(N(C)C)ccc2O[C@@H](C)CCCCO[C@@H]1CN(C)C(=O)CCC(F)(F)F,-28,0.8,0,83
O=C(C[C@H]1C=C[C@H](NC(=O)Cc2cccnc2)[C@@H](CO)O1)Nc1ccccc1,0,7.4,.,12
C[C@@H]1CN([C@@H](C)CO)C(=O)c2cc(NS(C)(=O)=O)ccc2O[C@H]1CN(C)S(=O)(=O)c1cccs1,23,-0.7,.,67
CCN(C[C@H]1N[C@@H](CO)[C@@H]1c1ccccc1)C(=O)c1ccncc1,2,0.4,3,13
C[C@H](NC(=O)[C@H]1[C@H](CO)[C@H]2Cn3c(cccc3=O)[C@H]2N1CC1CCCCC1)c1ccccc1,-22,0.2,4,.
C[C@H]1CN([C@@H](C)CO)C(=O)c2c(c3ccccc3n2C)-c2ccccc2CO[C@H]1CN(C)C(=O)CCC(F)(F)F,-50,-0.9,-1,6
O=C(c1ccccc1)N(CC1CCC1)C[C@@H]1N[C@H](CO)[C@@H]1c1ccccc1,-24,3.9,6,43

By substructure, the compounds so far containing a Cl atom
Compound,Pf Dd2 inh,GASC1 inh,C diff HTS,Tcruzi prolif
C[C@H](CO)N1C[C@H](C)[C@H](CN(C)S(=O)(=O)c2ccc(Cl)cc2)Oc2ccc(NC(=O)Nc3ccc4c(c3)OCO4)cc2CC1=O,-6,-1.7,5,33
CO[C@@H]1CN(C)C(=O)c2ccc(NC(=O)c3cc(C)on3)cc2OC[C@@H](C)N(S(=O)(=O)c2cccc(Cl)c2)C[C@H]1C,59,.,7,28
C[C@@H]1CCCCO[C@@H](CN(C)C(=O)CCCN(C)C)[C@H](C)CN([C@@H](C)CO)C(=O)c2cc(NS(=O)(=O)c3ccc(Cl)cc3)ccc2O1,0,3.9,-3,39
O=C(C[C@H]1C[C@@H]2c3cc(NS(=O)(=O)c4ccc(F)cc4)ccc3O[C@@H]2[C@H](CO)O1)NCc1ccc(Cl)cc1,-37,-1.6,-2,81

Other compounds follow:
Compound,Pf Dd2 inh,GASC1 inh,C diff HTS,Tcruzi prolif
C[C@H]1CN([C@@H](C)CO)C(=O)c2cccc(NC(=O)C3CCOCC3)c2O[C@H]1CN(C)Cc1ccc(-c2ccccc2)cc1,-2,1.2,3,16
COc1ccc2c3c([nH]c2c1)[C@@H](CO)N(C(=O)Nc1ccc(F)cc1)CC31CCN(S(=O)(=O)c2cccc(F)c2)CC1,-18,-0.6,28,.
C[C@H]1CN([C@@H](C)CO)C(=O)c2cccc(NC(=O)c3nc4ccccc4s3)c2O[C@H]1CN(C)S(=O)(=O)c1ccc(Cl)cc1,3,-1.1,-7,73
Cc1ccc(S(=O)(=O)N(C)C[C@@H]2Oc3ccc(NC(=O)Cc4cn(C)c5ccccc45)cc3CC(=O)N([C@@H](C)CO)C[C@@H]2C)cc1,-77,-2.5,0,30
CC(=O)N1CC2(C1)[C@H](c1ccccc1)[C@@H](CO)N2Cc1cccc(Cl)c1,-46,-0.7,-3,.
C[C@H](CO)N1C[C@H](C)[C@H](CN(C)Cc2ccc3c(c2)OCO3)Oc2c(NC(=O)C3CCOCC3)cccc2C1=O,18,0.5,-1,-25
CCCN(C)C[C@@H]1Oc2cc(C#Cc3cccnc3)ccc2S(=O)(=O)N([C@@H](C)CO)C[C@@H]1C,-86*,-0.2,0,47
CN1C[C@@H]2[C@H](c3ccccc31)[C@H](CO)N2Cc1ccccc1Cl,-2,0.9,1,32
C[C@@H]1CN([C@H](C)CO)C(=O)Cc2cc(NC(=O)CCC(F)(F)F)ccc2O[C@@H]1CN(C)Cc1ccncc1,7,0.7,1,-7
CNC[C@@H]1Oc2ccc(NC(=O)Cc3ccccc3)cc2C(=O)N([C@H](C)CO)C[C@@H]1C,6,0.2,-2,-41
CO[C@H]1CN(C)C(=O)c2cc(NC(=O)C3CCOCC3)ccc2OC[C@@H](C)N(C(=O)c2ccccc2)C[C@H]1C,.,-0.8,.,17
OC[C@H]1[C@@H](c2ccccc2)C2(CN(Cc3ccccc3)C2)N1Cc1ccncc1,-21,3.8,6,.
CCCN1[C@H](C(=O)OC)[C@@H](CO)[C@@H]2Cn3c(ccc(-c4ccncc4)c3=O)[C@@H]21,-7,0.4,-1,.
CC(C)NC(=O)Nc1ccc2c(c1)C(=O)N([C@@H](C)CO)C[C@@H](C)[C@@H](CN(C)Cc1ccc3c(c1)OCO3)OCCCC[C@H](C)O2,-44,0.2,11,32
C[C@@H]1CN([C@@H](C)CO)C(=O)Cc2cc(NS(=O)(=O)c3cccs3)ccc2O[C@H]1CN(C)S(=O)(=O)c1ccccc1,-4,-1.5,-9,26
C[C@H]1CN([C@@H](C)CO)S(=O)(=O)c2ccc(C#CCN(C)C)cc2O[C@H]1CN(C)Cc1ccncc1,-9,4.0,2,28
O=C(C[C@H]1C=C[C@@H](NS(=O)(=O)c2ccc(F)cc2)[C@H](CO)O1)N1CCN(c2ccccc2)CC1,30,0.7,.,-78
C[C@@H]1CN([C@@H](C)CO)C(=O)c2cc(NC(=O)CCC(F)(F)F)ccc2O[C@@H]1CN(C)C(=O)Nc1ccc2c(c1)OCO2,-7,2.4,-1,14
Cc1ccc(S(=O)(=O)N(C)C[C@@H]2Oc3ccc(NS(=O)(=O)c4ccc(Cl)cc4)cc3C(=O)N([C@H](C)CO)C[C@@H]2C)cc1,-43,0.8,1,77
O=C(C[C@H]1C=C[C@H](NC(=O)Nc2ccc(F)cc2)[C@@H](CO)O1)NCc1cccc(F)c1,.,1.4,2,.
